Screening data deposited in PubChem BioAssay by several laboratories.
NR5A2 inv ag: LRH-1 (NR5A2) inverse agonists, primary screen, cell-based, luminescence, HEK293T, StAR-luciferase reporter; Nuclear receptor subfamily 5 group A member 2 (Homo sapiens), O00482; LRH-1 transfected, 24 h; inhibition, % at 3.6 µM; 360,000 tested, 0.13% active; AID 602396, 2012;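 active means inhibition above the mean inhibition of all tested compounds plus 3 SD, cut at about 73% in these data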;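 further: 0% = DMSO wells and 100% = reporter-only cells lacking LRH-1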
Target sequence (O00482 whole entry, looked up): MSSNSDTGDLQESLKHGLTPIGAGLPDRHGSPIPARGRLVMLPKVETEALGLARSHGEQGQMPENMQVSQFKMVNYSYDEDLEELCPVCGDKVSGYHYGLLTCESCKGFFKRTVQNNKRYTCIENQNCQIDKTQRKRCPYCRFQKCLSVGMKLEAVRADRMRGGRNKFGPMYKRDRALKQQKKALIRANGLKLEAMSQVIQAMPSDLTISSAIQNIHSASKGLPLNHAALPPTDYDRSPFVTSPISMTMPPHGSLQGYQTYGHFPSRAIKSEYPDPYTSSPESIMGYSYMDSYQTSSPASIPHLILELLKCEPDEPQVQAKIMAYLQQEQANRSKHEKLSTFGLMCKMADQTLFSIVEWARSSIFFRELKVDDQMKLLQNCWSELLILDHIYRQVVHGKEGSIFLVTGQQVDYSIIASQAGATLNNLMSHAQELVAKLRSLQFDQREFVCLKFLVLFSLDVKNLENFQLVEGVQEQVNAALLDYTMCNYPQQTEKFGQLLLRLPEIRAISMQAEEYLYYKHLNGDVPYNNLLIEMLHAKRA
TROY NFkB inh: inhibitors of TROY-driven NF-kB signaling, primary screen, Q293 LMP1-TROYcd cells, NF-kB luciferase, uHTS | Q293 LMP1-TROYcd NF-kB luciferase reporter, 4 h | inhibition, % at 10 µM | 360,000 tested, 0.98% active | AID 1347056, 2019;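 active means compounds whose plate-normalised and pattern-corrected inhibition of the luciferase reporter signal at the single screening dose is 50% or more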
SRC3 inh: SRC3 coactivator transcriptional activity inhibitors, primary screen, cell-based, luminescence | inhibition, % at 3.6 µM | Nuclear receptor coactivator 3 (Homo sapiens), Q9Y6Q9 | AID 588352, 2011 | 360,000 tested, 0.17% active | HEK293 GAL4-SRC3 luciferase reporter;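 active means inhibition above a per-campaign cutoff, the mean of all compounds plus 3 SD, cut at about 60% in these data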;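 further: 0% = DMSO-treated cells and 100% = gossypol-treated cells at 36 µM; higher means less SRC3-driven luciferase light from the GAL4 reporter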
TRAIL sens C8: viability loss with TRAIL in NB7+C8 cells, primary screen, TRAIL sensitizer project, cell-based, ATPlite luminescence; inhibition (viability loss, TRAIL sensitization), % at 10 µM; 360,000 tested, 1% active; AID 624354, 2012;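 active means compounds causing at least 50% loss of cell viability in the single-dose screen, relative to plate controls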
EBV LMP1 NFkB: EBV LMP1-driven NF-kappaB luciferase reporter inhibitors, primary screen, cell-based, luminescence, single point; 350,000 tested, 0.69% active; LMP1-induced NF-kappaB luciferase reporter cells; inhibition, % at 12.5 µM; in the data active means inhibition above about 41%;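 further: 0% = neutral control wells and 100% = reference inhibitor control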
TWEAK Fn14 block: inhibitors of TWEAK-Fn14 signaling, primary screen, luciferase reporter cells, uHTS. TWEAK-stimulated Fn14 reporter cells, luciferase luminescence, 8 h. inhibition, % at 10 µM. AID 1159606, 2016. 360,000 tested, 2% active; in the data active means inhibition above about 50%
CF NFkB inh: inhibitors of PAF-induced NF-kB signaling, primary screen, cell-based, GFP fluorescence, uHTS; KKLEB NF-kB-GFP reporter, GFP fluorescence overnight; inhibition, % at 5 µM; 360,000 tested, 0.86% active; AID 588850, 2011;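 active means at least 50% inhibition at 5 µM, scaled per plate between neutral and stimulator controls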;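 further: PAF is a Pseudomonas aeruginosa culture filtrate used as stimulus; plate controls were PAF-stimulated DMSO wells for no effect and unstimulated DMSO wells for full effect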
COUP-TFII inh: NR2F2 transcriptional activity inhibitors, primary screen, cell-based, luciferase reporter, HEK293T, luminescence | COUP transcription factor 2 (Homo sapiens), P24468 | HEK293T NGFI-A luciferase reporter | inhibition, % at 8.6 µM | 370,000 tested, 0.7% active;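 active means inhibition above a per-plate cutoff, mean inhibition of test wells between control levels plus 3 SD, cut at about 38% in these data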;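 further: cells cotransfected with COUP-TFII expression vector driving the NGFI-A reporter; 0% = median of COUP-TF2 test wells and 100% = reporter-only cells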
Target sequence (P24468 whole entry, looked up): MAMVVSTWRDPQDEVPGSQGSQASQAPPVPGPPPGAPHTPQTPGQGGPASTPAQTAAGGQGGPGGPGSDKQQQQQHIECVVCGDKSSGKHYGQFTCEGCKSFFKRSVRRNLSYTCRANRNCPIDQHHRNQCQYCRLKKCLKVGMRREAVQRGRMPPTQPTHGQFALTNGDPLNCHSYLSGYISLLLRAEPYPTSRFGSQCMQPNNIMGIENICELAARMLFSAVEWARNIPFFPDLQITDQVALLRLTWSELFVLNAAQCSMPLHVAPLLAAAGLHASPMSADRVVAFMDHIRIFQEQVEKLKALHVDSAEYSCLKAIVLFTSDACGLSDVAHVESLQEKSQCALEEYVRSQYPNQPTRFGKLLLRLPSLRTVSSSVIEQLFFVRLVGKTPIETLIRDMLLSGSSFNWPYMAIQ
SRC2 inh: inhibition of GAL4-SRC2 driven luciferase reporter, primary screen, SRC2 inhibitor project, cell-based, luminescence; Nuclear receptor coactivator 2 (Homo sapiens), Q15596; HEK293 GAL4-SRC2 luciferase reporter; inhibition, % at 9 µM; 370,000 tested, 0.17% active;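 active means inhibition above the mean inhibition of all tested compounds plus 3 SD, set per campaign, cut at about 52% in these data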;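 further: 0% = DMSO treated cells and 100% = cells given Gossypol at 36 µM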
KKLEB tox: cytotoxicity in KKLEB CF airway cells, primary screen, cytotoxicity control for CF NF-kB inhibitor project, cell-based, uHTS, fluorescence assay plates. KKLEB CF airway cells viability, ATPlite luminescence, overnight; stronger effect = lower value; cells stimulated with P. aeruginosa culture filtrate. activity change (cytotoxicity), % at 5 µM. 360,000 tested, 0.36% active. AID 602141, 2011;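 active means corrected activity change at or below -50% at 5 µM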
SRC1 inh: SRC1 coactivator transcriptional activity inhibitors, primary screen, cell-based, luminescence | 360,000 tested, 0.12% active | HEK293 GAL4-SRC1 luciferase reporter | Nuclear receptor coactivator 1 (Homo sapiens), Q15788 | inhibition, % at 3.6 µM;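 active means inhibition above the campaign mean plus 3 SD, with each screening campaign given its own cutoff, cut at about 60% in these data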;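 further: 0% = DMSO treated cells and 100% = gossypol at 36 µM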
* marks the source's active call; other numbers are inactive results; . = not tested or not shown.

1. NC(=O)C1CC(=O)N(c2ccc(OCC(=O)Nc3ccc(F)cc3)cc2)C1 (stereo not drawn)
2. O=S(=O)(c1ccc(F)cc1)n1ccc(-c2cnc(-c3ccccc3)s2)n1
3. COc1cccc(N2CCN(C(=O)c3cc4c(=O)n(Cc5ccccc5)ccc4nc3C)CC2)c1
4. COc1ccccc1NC(C#N)c1ccccc1OCc1ccccc1 (stereo not drawn)
5. CC(C)c1nc(SCC(=O)c2ccc(F)cc2)c2ccccc2n1
6. CCCC(=O)Nc1c2c(nn1-c1ccc(C)cc1C)CSC2
Compound	1	2	3	4	5	6
NR5A2 inv ag	-8	-26	12	11	33	-5
TROY NFkB inh	-18	-33	-11	-33	-6	-7
SRC3 inh	-6	-46	11	-4	16	21
TRAIL sens C8	-4	4	-5	-5	8	-17
EBV LMP1 NFkB	5	24	5	0	5	3
TWEAK Fn14 block	8	7	-14	3	-62	1
CF NFkB inh	16	-18	4	6	16	-6
COUP-TFII inh	-10	-2	-9	7	3	7
SRC2 inh	-31	-29	-9	-20	25	-1
KKLEB tox	-31	17	8	5	18	-15
SRC1 inh	-15	-30	3	-7	12	-1

7. O=S(=O)(Nc1ccccc1N1CCOCC1)c1ccc(Cl)s1
8. COc1ccc(CC(=O)NCC2CCCN(Cc3ccc(F)c(OC)c3)C2)cc1 (stereo not drawn)
9. CCOC(=O)c1c(C)[nH]c(C(=O)OCC(=O)NC(C)(C)C)c1C
10. Cc1cnc(C(=O)OCC(=O)N2CCN(S(=O)(=O)c3ccc(Cl)cc3)CC2)cn1
11. Cc1cccc(OCC(=O)Nc2nc3ccc([N+](=O)[O-])cc3s2)c1C
12. Cc1noc(C)c1C(=O)OCC(=O)Nc1ccc(C(N)=O)cc1
Compound	7	8	9	10	11	12
NR5A2 inv ag	-16	4	-8	1	0	-7
TROY NFkB inh	2	-5	1	-7	24	6
SRC3 inh	17	14	3	10	7	12
TRAIL sens C8	-20	-34	20	2	-4	0
EBV LMP1 NFkB	-16	4	0	-6	2	6
TWEAK Fn14 block	5	0	2	-3	-27	-5
CF NFkB inh	-2	-7	4	-12	33	-7
COUP-TFII inh	0	5	28	7	-8	-23
SRC2 inh	12	-5	-7	-4	1	-4
KKLEB tox	2	12	12	12	-8	3
SRC1 inh	-14	12	9	0	4	2

13. CCCCCCn1c(=O)n2n(c1=O)[C@@H]1CN(S(=O)(=O)c3ccc(C)cc3)C[C@]1(O)[C@@H](OC(=O)NCc1ccccc1F)C2
14. COC(=O)c1cc(NC(=O)c2nccnc2C(=O)O)cc(C(=O)OC)c1
15. Cc1cccc(N(CC(=O)NC2CCCC2)C(=O)CNC(=O)c2ccco2)c1C
16. COc1ccc(/C=c2/sc3n(c2=O)NC2(c4ccccc4)N(C)C(=O)N(C)C2(c2ccccc2)N=3)cc1 (stereo not drawn)
17. CC(=O)Nc1cccc(NC(=O)CSc2nccn2Cc2ccc(F)cc2)c1
18. CC1(C(=O)NCc2cccc3ccccc23)CCN1C(=O)C1(c2ccccc2)CC1 (stereo not drawn)
Compound	13	14	15	16	17	18
NR5A2 inv ag	7	-3	-18	-12	5	-10
TROY NFkB inh	9	2	9	8	26	3
SRC3 inh	2	-4	-11	14	8	12
TRAIL sens C8	10	7	9	-28	0	14
EBV LMP1 NFkB	-18	2	11	3	-1	.
TWEAK Fn14 block	14	-27	14	-5	1	10
CF NFkB inh	3	11	3	4	-8	-6
COUP-TFII inh	9	-24	-2	8	11	4
SRC2 inh	8	8	-29	4	16	12
KKLEB tox	14	4	-7	-5	4	6
SRC1 inh	3	8	4	-2	-9	10

Overlap with the part before: 4 entries, followed by the next part.
15. Cc1cccc(N(CC(=O)NC2CCCC2)C(=O)CNC(=O)c2ccco2)c1C
16. COc1ccc(/C=c2/sc3n(c2=O)NC2(c4ccccc4)N(C)C(=O)N(C)C2(c2ccccc2)N=3)cc1 (stereo not drawn)
17. CC(=O)Nc1cccc(NC(=O)CSc2nccn2Cc2ccc(F)cc2)c1
18. CC1(C(=O)NCc2cccc3ccccc23)CCN1C(=O)C1(c2ccccc2)CC1 (stereo not drawn)
19. c1ccc(CN2CCN(c3nc(-c4ccccn4)nc4ccccc34)CC2)cc1
20. Cc1ccc(S(=O)(=O)Nc2cccc(-c3cn4ccsc4n3)c2)cc1
21. Cn1nnc2cc(NC(=O)N3CC4(C)CC3CC(C)(C)C4)ccc21 (stereo not drawn)
22. COC(=O)CSc1nc2ccc(NC(=O)CSc3nnnn3Cc3ccccc3)cc2s1
23. CCOC(=O)[C@H]1[C@H]2COc3ccc(Cl)cc3[C@@H]2N2C(=O)CNC(=O)[C@@]12C
24. CCCCN(C)C(=O)Cn1ncc2c3ccccc3n(CCC)c2c1=O
Compound	15	16	17	18	19	20	21	22	23	24
NR5A2 inv ag	-18	-12	5	-10	-24	-4	-8	4	9	7
TROY NFkB inh	9	8	26	3	-10	14	8	-24	3	16
SRC3 inh	-11	14	8	12	-4	0	12	5	-12	-34
TRAIL sens C8	9	-28	0	14	14	0	-3	2	-13	-19
EBV LMP1 NFkB	11	3	-1	.	-2	-1	-6	1	-7	4
TWEAK Fn14 block	14	-5	1	10	-13	9	-10	-8	-6	-12
CF NFkB inh	3	4	-8	-6	0	15	10	-4	-4	-26
COUP-TFII inh	-2	8	11	4	27	9	0	20	-6	-6
SRC2 inh	-29	4	16	12	7	-12	19	8	-5	2
KKLEB tox	-7	-5	4	6	0	0	-10	9	14	4
SRC1 inh	4	-2	-9	10	-7	-3	0	5	2	0

25. O=C(Nc1ccccc1N1CCCC1)C1CCN(C(=O)c2ccc(F)cc2)CC1
26. Cc1cccc(NC(=O)c2ccc(NC(=O)CC3SC(N4CCCC4)=NC3=O)cc2)n1 (stereo not drawn)
27. CN(CCc1ccccc1)C(=O)c1cc(COc2ccc(F)cc2Cl)on1
28. COc1ccc(C2CC(=O)C=C3c4ccc(OC)cc4CCC32)cc1 (stereo not drawn)
29. CN1CCN(CC(=O)N2c3ccc(S(=O)(=O)NCCNC(=O)OC(C)(C)C)cc3C(=O)Nc3cccnc32)CC1
30. O=C1NC(=S)S/C1=C/c1ccc(Oc2cnccn2)cc1
Compound	25	26	27	28	29	30
NR5A2 inv ag	25	-14	-11	4	6	-18
TROY NFkB inh	2	7	-26	-9	1	-13
SRC3 inh	7	14	-9	-4	8	-3
TRAIL sens C8	-3	-13	16	7	-4	20
EBV LMP1 NFkB	-1	2	-19	-11	-1	9
TWEAK Fn14 block	12	-9	-8	-17	1	-21
CF NFkB inh	3	5	14	8	-16	12
COUP-TFII inh	11	-9	-15	1	-13	-3
SRC2 inh	13	-24	-17	-15	22	-6
KKLEB tox	28	2	-6	0	-3	-1
SRC1 inh	-9	-22	1	4	-10	-10

Sorted by value in SRC2 inh (ascending): three from the list above.
#	canonical_smiles	NR5A2 inv ag	SRC3 inh	EBV LMP1 NFkB	TWEAK Fn14 block	CF NFkB inh	COUP-TFII inh	SRC2 inh	SRC1 inh
26	Cc1cccc(NC(=O)c2ccc(NC(=O)CC3SC(N4CCCC4)=NC3=O)cc2)n1 (stereo not drawn)	-14	14	2	-9	5	-9	-24	-22
28	COc1ccc(C2CC(=O)C=C3c4ccc(OC)cc4CCC32)cc1 (stereo not drawn)	4	-4	-11	-17	8	1	-15	4
29	CN1CCN(CC(=O)N2c3ccc(S(=O)(=O)NCCNC(=O)OC(C)(C)C)cc3C(=O)Nc3cccnc32)CC1	6	8	-1	1	-16	-13	22	-10

Further compounds:
31. COc1cccc(NC(=O)C(OC(=O)c2ccc([N+](=O)[O-])o2)c2ccccc2)c1 (stereo not drawn)
32. Cc1ccc(S(=O)(=O)Nc2ccccc2C(=O)N2CCOCC2)cc1
33. COC(=O)c1cc(N=Nc2c(C)[nH]c3ccccc23)cc(C(=O)OC)c1
34. O=C(CSCc1ccccc1Cl)Nc1ccc(C(=O)O)cc1
35. CC(=O)c1cc(F)ccc1OCC(=O)N1CCN(c2ccc(F)cc2)CC1
36. Cc1ccc(NC(=O)CSc2nnc(C3CCCCC3)n2N)cc1F
Compound	31	32	33	34	35	36
NR5A2 inv ag	11	-7	13	-23	18	7
TROY NFkB inh	-17	25	-1	-1	6	-13
SRC3 inh	2	-3	14	-7	13	2
TRAIL sens C8	-4	-12	40	3	1	-3
EBV LMP1 NFkB	4	-3	-1	3	-9	-8
TWEAK Fn14 block	-2	9	-6	-4	2	-3
CF NFkB inh	15	8	-10	23	9	10
COUP-TFII inh	2	6	-5	-15	21	-18
SRC2 inh	-6	-5	11	-38	8	-2
KKLEB tox	-7	-8	5	3	1	4
SRC1 inh	-18	-9	-9	2	15	-35

37. COc1ccc2sc(C)cc(=O)c2c1
38. COC(=O)c1ccccc1NC(=O)CSc1nccn1C
39. Cc1ccc(S(=O)(=O)NN=C2CC(C)(C)CC(=O)C2(C)C)cc1
40. CCc1nc2ccc(C(=O)NCc3ccccc3)cc2nc1CC
41. CSCC[C@@H](C(=O)O)N1Cc2ccccc2C1=O
42. O=C(/C=C/c1ccccc1)N1CCC[C@H]1CO
Compound	37	38	39	40	41	42
NR5A2 inv ag	-2	-3	0	-37	4	-8
TROY NFkB inh	-12	.	-12	1	-17	-14
SRC3 inh	-3	0	6	-25	-28	-14
TRAIL sens C8	-6	4	-19	-7	-2	-1
EBV LMP1 NFkB	-5	2	1	-15	2	-29
TWEAK Fn14 block	-21	16	6	-2	0	0
CF NFkB inh	30	-7	-4	-6	-16	-9
COUP-TFII inh	4	-8	7	-8	2	9
SRC2 inh	15	-7	0	-32	1	1
KKLEB tox	-18	9	4	5	14	4
SRC1 inh	-34	3	-9	-42	-16	-25
